High-throughput results deposited in PubChem BioAssay by several laboratories.
NRP1-CendR mod – NRP-1/CendR interaction modulation | FAM-RPARPAR peptide binding to NRP-1, fluorescence polarization | inhibition, % at 25 µM | actives 0.85% (n = 360,000) | AID 602438;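 active = inhibition or corrected inhibition above about 18%, plus a signal ratio from 0.5 to 1.5, limit read from the data, passing the limit was not always enough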; note: strong numbers were not always called active
Target sequence (O14786 whole entry, looked up): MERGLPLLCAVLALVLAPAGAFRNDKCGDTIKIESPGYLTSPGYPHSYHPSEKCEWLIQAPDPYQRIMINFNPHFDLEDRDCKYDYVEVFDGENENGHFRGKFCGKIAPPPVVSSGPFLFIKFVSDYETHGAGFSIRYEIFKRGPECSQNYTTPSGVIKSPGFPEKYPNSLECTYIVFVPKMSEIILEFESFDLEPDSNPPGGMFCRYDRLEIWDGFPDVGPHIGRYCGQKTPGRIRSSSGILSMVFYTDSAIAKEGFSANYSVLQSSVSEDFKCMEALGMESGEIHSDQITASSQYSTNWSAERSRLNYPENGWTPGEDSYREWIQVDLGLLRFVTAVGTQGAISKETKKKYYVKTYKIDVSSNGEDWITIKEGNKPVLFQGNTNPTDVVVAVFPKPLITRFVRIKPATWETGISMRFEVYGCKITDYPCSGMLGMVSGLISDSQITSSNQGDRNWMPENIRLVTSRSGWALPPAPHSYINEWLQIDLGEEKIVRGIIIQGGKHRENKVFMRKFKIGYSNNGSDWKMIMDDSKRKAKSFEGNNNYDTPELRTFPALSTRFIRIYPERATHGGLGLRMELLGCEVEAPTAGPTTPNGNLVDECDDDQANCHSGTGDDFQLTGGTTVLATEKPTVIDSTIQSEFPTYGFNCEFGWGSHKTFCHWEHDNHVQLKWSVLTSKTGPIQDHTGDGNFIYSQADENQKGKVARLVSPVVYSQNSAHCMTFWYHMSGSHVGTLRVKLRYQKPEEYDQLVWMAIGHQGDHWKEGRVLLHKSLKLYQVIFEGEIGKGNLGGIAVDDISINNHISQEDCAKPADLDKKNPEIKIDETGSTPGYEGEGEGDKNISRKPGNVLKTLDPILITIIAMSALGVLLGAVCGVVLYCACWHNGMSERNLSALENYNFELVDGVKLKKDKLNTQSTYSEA
FAS-TE inh – blocks the thioesterase domain of human fatty acid synthase; actives 0.67% (n = 360,000); P49327; AID 602261; recombinant FAS-TE, OMFH fluorogenic substrate, fluorescence endpoint; inhibition, % at 15 µM;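 active = compounds whose normalised, plate-corrected inhibition of enzyme fluorescence in the single-dose primary screen is 50% or more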;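 note: 0% = DMSO with enzyme and 100% = substrate without enzyme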
Tb MetRS inh – Trypanosoma brucei MetRS inhibition; AID 624268; actives 0.4% (n = 360,000); purified T. brucei MetRS, ATP depletion, Kinase-Glo luminescence; inhibition, % at 11.9 µM;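 active = inhibition above a per-plate cutoff of the control wells' mean inhibition plus 3 SD, cut at about 5.5% in these data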;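 note: 0% = DMSO wells median and 100% = median of wells with control inhibitor compound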
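Dosing: 11.9 µM compound single dose, 0.9% DMSO; Assay system: purified T. brucei MetRS enzyme; Measured by: Kinase-Glo luciferase luminescence reporting remaining unconsumed ATP; Schedule: 15 min plus 2 h at 25 °C.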
MsrA inh – inhibitors of bovine MsrA | purified bovine MsrA, absorbance read-out | AID 651718 | actives 0.75% (n = 360,000) | inhibition, % at 15.5 µM; in the data active = inhibition above about 4.5%;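 note: 0% = vehicle wells with enzyme and 100% = reference inhibitor wells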
MLLE-PAM2 inh – inhibitors of microRNA-mediated deadenylation, human PABP1 MLLE binding; inhibition, % at 20 µM; P11940; GST-MLLE / FITC-PAM2 fluorescence polarization; AID 588489; actives 0.36% (n = 360,000); in the data active = inhibition above about 35%, passing the limit was not always enough;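 note: plate controls were DMSO wells with GST-MLLE for no effect and wells lacking GST-MLLE protein for full effect; some results filed as inactive read as strong as hits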
MT1-MMP act inh – MT1-MMP (human) activation inhibition; P50281; HT1080 RFP-PRO-GFP cells, GFP/RFP ratio fluorescence, overnight; percent of plate control window, DMSO zero; GFP/RFP ratio change, % at 20 µM; actives 0.061% (n = 360,000);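 active = GFP/RFP ratio change of at least 30% with cell ATP level not reduced by more than half and red fluorescence within 50% of control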; note: strong numbers were not always called active
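Compound: 20 µM single dose, 1% DMSO / System: HT1080 RFP-PRO-GFP cells / Controls: DMSO and RFP-L50D-GFP cell wells / Read-out basis: GFP/RFP fluorescence ratio / Schedule: overnight compound exposure at 37 °C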
eLon inh – inhibitors of E. coli Lon protease. inhibition, % at 7.94 µM. AID 602123. purified E. coli Lon protease, fluorescence polarization. actives 0.42% (n = 360,000). P0A9M0; in the data active = inhibition above about 13%, passing the limit was not always enough;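 note: 0% = enzyme with probe and DMSO and 100% = no enzyme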
SKN-1 block – blocks SKN-1 activity in C. elegans. actives 0.49% (n = 360,000). inhibition, % at 21.8 µM. C. elegans VP596 Pgst-4::GFP/RFP ratio, acrylamide-induced, 24 h;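 active = interference check ratio from 0.5 to 1.5 plus GFP to RFP signal ratio inhibition reaching or exceeding a fixed threshold, cut at about 30% in these data, passing the limit was not always enough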; note: some compounds called inactive have numbers as strong as hits
bovine MsrA act – activates bovine MsrA enzyme | actives 0.3% (n = 360,000) | activation, % at 10.6 µM | purified bovine MsrA, absorbance read-out | AID 602163; in the data active = activation above about 7.5%;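 note: 0% = vehicle and 100% = reference activator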
* hit, by the source's call.

What do the screens show for `CC(C)=C(NC(=O)c1ccccc1)C(=O)N/N=C/c1ccc(O)cc1`?
NRP1-CendR mod: -29; FAS-TE inh: -10; Tb MetRS inh: 0.0; MsrA inh: 1.8; MLLE-PAM2 inh: -9; MT1-MMP act inh: 0; eLon inh: -2; SKN-1 block: 2; bovine MsrA act: -4

Results for O=C(Oc1cccc2c(O)cccc12)c1ccccc1 ?
NRP1-CendR mod: -4; FAS-TE inh: 17; Tb MetRS inh: -0.5; MsrA inh: 0.2; MLLE-PAM2 inh: 10; MT1-MMP act inh: -5; eLon inh: -3; SKN-1 block: 5; bovine MsrA act: -4

What do the screens show for `CCN(CC)CCN(Cc1cc2cc3c(cc2[nH]c1=O)OCCO3)C(=O)NC1CCCCC1`?
NRP1-CendR mod: -7; FAS-TE inh: -8; Tb MetRS inh: 3.8; MsrA inh: 2.6; MLLE-PAM2 inh: -17; MT1-MMP act inh: 0; eLon inh: 11; SKN-1 block: 0; bovine MsrA act: 4

What do the screens show for `CC1CCCN(C(=O)C2CCN(c3ncnc4c3nc3n4CCCCC3)CC2)C1` (stereo not given)?
NRP1-CendR mod: 5; FAS-TE inh: 3; Tb MetRS inh: 0.0; MsrA inh: 0.3; MLLE-PAM2 inh: 1; MT1-MMP act inh: 0; eLon inh: -4; SKN-1 block: 9; bovine MsrA act: 0

What do the screens show for `CN=C(Nc1cc(Cl)ccc1Cl)SC1CC(=O)N(c2ccc(C(=O)OC)cc2)C1=O` (stereo not given)?
NRP1-CendR mod: 2; FAS-TE inh: 10; Tb MetRS inh: -0.9; MsrA inh: 0.1; MLLE-PAM2 inh: 7; MT1-MMP act inh: 1; eLon inh: 0; SKN-1 block: -7; bovine MsrA act: -3

What do the screens show for `Cc1cccc(C(=O)N(CCc2ccccc2)Cc2ccccc2)c1[N+](=O)[O-]`?
NRP1-CendR mod: 9; FAS-TE inh: 26; Tb MetRS inh: -0.6; MsrA inh: 1.1; MLLE-PAM2 inh: -6; MT1-MMP act inh: -6; eLon inh: -2; SKN-1 block: -8; bovine MsrA act: -3

What do the screens show for `COc1cc(OC)c2c(c1)OC(=O)CC2c1ccc(C)cc1` (stereo not given)?
NRP1-CendR mod: 0; FAS-TE inh: 7; Tb MetRS inh: 1.5; MsrA inh: 0.4; MLLE-PAM2 inh: -1; MT1-MMP act inh: 0; eLon inh: -5; SKN-1 block: -11; bovine MsrA act: -1

What do the screens show for `COc1ccc(-c2nn(-c3ccccc3)cc2/C=C/C(=O)N(C)CC(=O)Nc2cccc(F)c2)cc1OC`?
NRP1-CendR mod: 1; FAS-TE inh: 35; Tb MetRS inh: 0.3; MsrA inh: 1.3; MLLE-PAM2 inh: -26; MT1-MMP act inh: -5; eLon inh: -12; SKN-1 block: 11; bovine MsrA act: -3

What do the screens show for `Cc1nn(CCO)c2ncc(C(=O)c3cc(Cl)ccc3O)cc12`?
NRP1-CendR mod: -4; FAS-TE inh: 2; Tb MetRS inh: 0.1; MsrA inh: 1.2; MLLE-PAM2 inh: -2; MT1-MMP act inh: 0; eLon inh: 0; SKN-1 block: 0; bovine MsrA act: 6

How did CN1CCN(Cc2cc(=O)oc3cc4c(cc23)CCC4)CC1 do in these assays?
NRP1-CendR mod: 10; FAS-TE inh: -6; Tb MetRS inh: -0.1; MsrA inh: 3.7; MLLE-PAM2 inh: -2; MT1-MMP act inh: -5; eLon inh: -1; SKN-1 block: -7; bovine MsrA act: -3

How did Cc1cccc(C(=O)NCC(=O)OCC(=O)c2ccc(Br)s2)c1 do in these assays?
NRP1-CendR mod: -9; FAS-TE inh: -1; Tb MetRS inh: -0.2; MsrA inh: 0.5; MLLE-PAM2 inh: -16; MT1-MMP act inh: -2; eLon inh: 7; SKN-1 block: 5; bovine MsrA act: -1

How did CCC(C)(C)NC(=O)c1ccc2c(c1)OCCO2 do in these assays?
NRP1-CendR mod: 4; FAS-TE inh: -2; Tb MetRS inh: -0.3; MsrA inh: -0.1; MLLE-PAM2 inh: -5; MT1-MMP act inh: 3; eLon inh: -5; SKN-1 block: 9; bovine MsrA act: 0

Results for CN(C)c1ccc(S(=O)(=O)N2CCCCC2)cc1NC(=O)C1CSC2(C)CCC(=O)N12 (stereo not given) ?
NRP1-CendR mod: 0; FAS-TE inh: -2; Tb MetRS inh: -0.3; MsrA inh: -0.9; MLLE-PAM2 inh: 9; MT1-MMP act inh: 1; eLon inh: -1; SKN-1 block: -3; bovine MsrA act: -5

What do the screens show for `Oc1c(Cl)c(Cl)c2ncccc2c1Cl`?
NRP1-CendR mod: 2; FAS-TE inh: -6; Tb MetRS inh: -0.3; MsrA inh: 1.5; MLLE-PAM2 inh: 6; MT1-MMP act inh: 1; eLon inh: -10; SKN-1 block: 16; bovine MsrA act: -2

How did CCOC(=O)N1CCC(NC(=O)CCc2nc(-c3ccccc3F)no2)CC1 do in these assays?
NRP1-CendR mod: 1; FAS-TE inh: -5; Tb MetRS inh: -1.5; MsrA inh: 0.6; MLLE-PAM2 inh: -19; MT1-MMP act inh: 0; eLon inh: -6; SKN-1 block: -2; bovine MsrA act: -5

How did COc1ccc(OCC(=O)O/N=C(\N)Cc2cccs2)cc1 do in these assays?
NRP1-CendR mod: -13; FAS-TE inh: -9; Tb MetRS inh: -0.3; MsrA inh: -0.8; MLLE-PAM2 inh: -9; MT1-MMP act inh: 0; eLon inh: 3; SKN-1 block: -6; bovine MsrA act: -1

Results for CCCN(CCC)S(=O)(=O)c1ccc(C(=O)Nc2nnc(-c3cccc(OC)c3)o2)cc1 ?
NRP1-CendR mod: -6; FAS-TE inh: 16; Tb MetRS inh: 0.4; MsrA inh: 0.4; MLLE-PAM2 inh: 11; MT1-MMP act inh: -3; eLon inh: -6; SKN-1 block: -1; bovine MsrA act: 0

Results for O=C(NCCc1ccccc1F)N[C@@H](Cc1ccccc1)C(=O)O ?
NRP1-CendR mod: 1; FAS-TE inh: -6; Tb MetRS inh: -0.5; MsrA inh: -0.9; MLLE-PAM2 inh: -3; MT1-MMP act inh: 0; eLon inh: -1; SKN-1 block: -1; bovine MsrA act: -2

Results for COc1cccc(CN2CCN(C3CCN(c4ccccc4C)CC3)CC2CCO)c1 (stereo not given) ?
NRP1-CendR mod: 14; FAS-TE inh: -6; Tb MetRS inh: -0.5; MsrA inh: -2.1; MLLE-PAM2 inh: 14; MT1-MMP act inh: -6; eLon inh: -4; SKN-1 block: 10; bovine MsrA act: -3

How did Cc1nnc(SCC(=O)N(C)Cc2ccccc2)[nH]c1=O do in these assays?
NRP1-CendR mod: 5; FAS-TE inh: -11; Tb MetRS inh: -0.3; MsrA inh: 2.8; MLLE-PAM2 inh: 5; MT1-MMP act inh: 2; eLon inh: -9; SKN-1 block: 5; bovine MsrA act: -4

Pulled by compound from the entries so far, 2 records:
What do the screens show for `Oc1c(Cl)c(Cl)c2ncccc2c1Cl`?
NRP1-CendR mod: 2; FAS-TE inh: -6; Tb MetRS inh: -0.3; MsrA inh: 1.5; MLLE-PAM2 inh: 6; MT1-MMP act inh: 1; eLon inh: -10; SKN-1 block: 16; bovine MsrA act: -2

Results for CCCN(CCC)S(=O)(=O)c1ccc(C(=O)Nc2nnc(-c3cccc(OC)c3)o2)cc1 ?
NRP1-CendR mod: -6; FAS-TE inh: 16; Tb MetRS inh: 0.4; MsrA inh: 0.4; MLLE-PAM2 inh: 11; MT1-MMP act inh: -3; eLon inh: -6; SKN-1 block: -1; bovine MsrA act: 0

Continuation.
Results for Cc1ccc(CN2CC(C(=O)Nc3ccc(C)c(S(=O)(=O)N4CCCCC4)c3)CC2=O)cc1 (stereo not given) ?
NRP1-CendR mod: 2; FAS-TE inh: 9; Tb MetRS inh: -0.5; MsrA inh: 1.1; MLLE-PAM2 inh: -12; MT1-MMP act inh: 4; eLon inh: 11; SKN-1 block: -15; bovine MsrA act: -7

Results for CCCC1C2C(=O)N(c3ccccc3OC)C(=O)C2ON1c1ccccc1 (stereo not given) ?
NRP1-CendR mod: 4; FAS-TE inh: 5; Tb MetRS inh: 0.0; MsrA inh: -0.6; MLLE-PAM2 inh: 2; eLon inh: 6; SKN-1 block: 5; bovine MsrA act: -7

How did CC1(OC(=O)C2CCCC2)C(=O)C=C2C=C(c3ccc(C#N)cc3)OC=C2C1=O (stereo not given) do in these assays?
NRP1-CendR mod: 0; FAS-TE inh: 1; Tb MetRS inh: -0.1; MsrA inh: 2.8; MLLE-PAM2 inh: -31; MT1-MMP act inh: 10; eLon inh: -19; SKN-1 block: 10; bovine MsrA act: -5

How did COc1ccccc1CNC(=O)c1cnc2ccccn2c1=O do in these assays?
NRP1-CendR mod: -9; FAS-TE inh: 8; Tb MetRS inh: 0.3; MsrA inh: 3.5; MLLE-PAM2 inh: -3; MT1-MMP act inh: 3; eLon inh: 0; SKN-1 block: -7; bovine MsrA act: -4

Results for CC(NC(=O)c1cccs1)c1ccccc1 (stereo not given) ?
NRP1-CendR mod: 8; FAS-TE inh: -4; Tb MetRS inh: 1.0; MsrA inh: 0.1; MLLE-PAM2 inh: -18; MT1-MMP act inh: -2; eLon inh: -7; SKN-1 block: 3; bovine MsrA act: -3

Results for COc1ccc([C@H]2C[C@@H](O)[C@H](n3cc(COC(=O)c4ccccc4)nn3)CN2C(=O)c2cccs2)cc1 ?
NRP1-CendR mod: 6; FAS-TE inh: -1; Tb MetRS inh: 0.1; MsrA inh: 0.2; MLLE-PAM2 inh: -4; MT1-MMP act inh: 3; eLon inh: -9; SKN-1 block: -7; bovine MsrA act: -2

How did COC(=O)c1cn(C(=O)c2ccc(Cl)cc2)c2ccccc12 do in these assays?
NRP1-CendR mod: 8; FAS-TE inh: 22; Tb MetRS inh: 0.0; MsrA inh: -1.0; MLLE-PAM2 inh: -1; MT1-MMP act inh: 1; eLon inh: -4; SKN-1 block: 5; bovine MsrA act: 0

How did O=C(COC(=O)c1ccc(OC(F)F)cc1)NCC1CCCO1 (stereo not given) do in these assays?
NRP1-CendR mod: 7; FAS-TE inh: -4; Tb MetRS inh: -0.2; MsrA inh: 0.0; MLLE-PAM2 inh: -1; MT1-MMP act inh: -1; eLon inh: 1; SKN-1 block: -4; bovine MsrA act: -2

Results for Cc1cc(Cl)c(S(=O)(=O)NCc2cccnc2)cc1OCC(N)=O ?
NRP1-CendR mod: -5; FAS-TE inh: -7; Tb MetRS inh: 0.1; MsrA inh: -2.0; MLLE-PAM2 inh: -4; MT1-MMP act inh: 10; eLon inh: -5; SKN-1 block: 5; bovine MsrA act: -2

Results for CN(C)c1ccc(N=Nc2ccccc2C(=O)OCC(=O)N2CCCCCC2)cc1 ?
NRP1-CendR mod: -12; FAS-TE inh: 20; Tb MetRS inh: -0.4; MsrA inh: -1.0; MLLE-PAM2 inh: -22; MT1-MMP act inh: 25; eLon inh: -18; SKN-1 block: 22; bovine MsrA act: -2

Results for O=C1C=CC(O)C2(CO)OC12 (stereo not given) ?
NRP1-CendR mod: -10; FAS-TE inh: -8; Tb MetRS inh: 0.1; MsrA inh: -0.8; MLLE-PAM2 inh: 17; MT1-MMP act inh: -6; eLon inh: -3; SKN-1 block: 8; bovine MsrA act: -4

How did Cc1cccc(NC2SC(=O)NC2=O)c1 (stereo not given) do in these assays?
NRP1-CendR mod: 1; FAS-TE inh: -1; Tb MetRS inh: 0.1; MsrA inh: -0.3; MLLE-PAM2 inh: 52*; MT1-MMP act inh: -4; eLon inh: -3; SKN-1 block: 5; bovine MsrA act: -3

How did Cc1cc(Cl)ccc1OCC(=O)N1CCCN(C(=O)COc2ccc(Cl)cc2C)CC1 do in these assays?
NRP1-CendR mod: 4; FAS-TE inh: 43; Tb MetRS inh: 1.4; MsrA inh: -1.4; MLLE-PAM2 inh: -41; MT1-MMP act inh: -1; eLon inh: 1; SKN-1 block: -6; bovine MsrA act: -3
